Screening results deposited in PubChem BioAssay by National Center for Advancing Translational Sciences (NCATS).
A549 tox: counter-screen for Nrf2 inhibitors: cytotoxicity in A549 cells; A549 ARE-Fluc cells, CellTiter-Fluor viability, 18-24 h; Potency, µM (highest dose often 46 µM), for inactives: top-dose activity change, negative = cytotoxicity, most hits filed as inhibitors; actives 0.16% (n = 390,000); AID 504648; note: potency is the fitted concentration of half-maximal effect; % is set by controls: 0 for no effect and ±100 for the full control effect
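A549 ARE-Fluc cells in 5% FBS OPTI-MEM, 5000 cells/well, rested 2 h then exposed to compounds in concentration-response for 18-24 h at 37 °C. Viability by CellTiter-Fluor fluorescence (Ex 405/Em 525) after 30 min; luciferase luminescence (BugLite, 15 min, RT) read afterwards.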
Nrf2 inh: inhibitors of Nrf2 signaling. A549 ARE-Fluc reporter, luciferase luminescence, 18-24 h. Potency, µM (highest dose often 46 µM), without a hit: at the top dose activity change, negative = inhibition, most hits filed as inhibitors. actives 2.1% (n = 360,000); note: potency is the fitted concentration of half-maximal effect; % is set by controls: 0 for no effect and ±100 for the full control effect; nearly all actives have a fitted effect of over 60% in size
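Cells were seeded and rested 2 h, then exposed to compounds for 18-24 h. CellTiter-Fluor was read first as a viability measure. BugLite was added 15 min before the final luminescent read of ARE-luciferase activity in A549 cells.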
CCT modulator: changes cytosolic chaperonin activity. AID 651819. actives 0.3% (n = 360,000). purified chaperonin ATPase assay, HTRF ADP detection, 30 min. activity change, % (no concentration beside the values), hits read low; in the data active = activity change below about -30%; note: % is set by controls: 0 for no effect and ±100 for the full control effect
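TRiC at 40 or 20 nM final (batch-dependent) in 30 mM Tris pH 7.4, 100 mM KCl, 5 mM MgCl2, 1 mM DTT, with compound at single 76 uM and 10 uM ATP, 30 min at 37 deg C. ADP detected by HTRF Transcreener, 665/615 ratio.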
Mm-Cpn inhibitor: inhibitors of Methanococcus maripaludis chaperonin (MmCpn); purified Mm-Cpn ATPase, ADP Transcreener TR-FRET; Potency, µM (titrated, usually from 76.9 µM), for the others: at the top dose activity, negative = inhibition, most hits filed as inhibitors; actives 0.031% (n = 330,000); note: potency is the fitted concentration of half-maximal effect; % is set by controls: 0 for no effect and ±100 for the full control effect; nearly all actives have a fitted effect of over 80% in size
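Reaction buffer contained 30 mM Tris pH 7.4, 100 mM KCl, 5 mM MgCl2 and 1 mM DTT. Mm-CPN (25 nM final) hydrolysed 10 uM ATP over 30 min at 37°C; ADP was read by HTRF.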
TGFb SMAD3 inh: inhibitors of TGF-b signaling; HepG2 CAGA-GFP TGF-b/SMAD3 reporter, GFP fluorescence, 18 h; TGF-beta stimulated, 500 pg/mL final; Potency, µM (series often up to 46.1 µM), for the others: at the highest dose activity, negative = inhibition, actives largely listed as inhibitors; actives 1.2% (n = 410,000); AID 588855; note: potency is the fitted concentration of half-maximal effect; % is set by controls: 0 for no effect and ±100 for the full control effect; nearly all actives have a fitted effect of over 65% in size
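Cell-based qHTS in HEPG2 carrying a CAGA-GFP Smad reporter; compounds added before 500 pg/mL final TGF-beta, 18 h incubation at 37 degrees C, GFP fluorescence quantified per cell by imaging cytometry.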
pAkt inh: Akt phosphorylation inhibition; Neuro2A IGF-stimulated pAkt S473 HTRF, 20 min; hits give low values; activity change, % for hits at 50 µM; actives 0.32% (n = 360,000); AID 651550; in the data active = activity change below about -80%; inconclusive = mostly about -51% to -80%; note: % is set by controls: 0 for no effect and ±100 for the full control effect
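Neuro2A cells in DMEM with 0.5% FBS, overnight at 37 deg C, given compound at single 50 µM final, then IGF (6 nM final) for 20 min at 37 deg C. Lysed; phospho-Akt Ser473 by HTRF after 24 h, 665/615 ratio.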
Nrf2 ARE act: activates Nrf2 signaling; AREc32 ARE-luciferase reporter (MCF7-derived line), luminescence, 24 h; Potency, µM (top dose mostly 46.1 µM), for inactives: top-dose activation, actives largely listed as activators; actives 0.31% (n = 410,000); note: potency is the fitted concentration of half-maximal effect; % of control where 0% means no effect; nearly all actives have a fitted effect of over 65% in size
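Steps: seed AREc32_Fluc cells (1000/well, 5% FBS OPTI-MEM); incubate overnight at 37 deg C; add 23 nL compound; incubate 24 hr; add Steady-Glo; hold 30 min RT; read luminescence.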
EPAC2 agonist: activates human EPAC2 exchange factor; Potency, µM (series often up to 154 µM), inactives show at the highest dose activation, usual class: activators; actives 0.079% (n = 360,000); EPAC2 activation, biochemical qHTS; response scale: 100% = 6.5 mM cAMP response; note: potency is the fitted concentration of half-maximal effect; nearly all actives have a fitted effect of over 50% in size
Target sequence (Q8WZA2 whole entry, looked up): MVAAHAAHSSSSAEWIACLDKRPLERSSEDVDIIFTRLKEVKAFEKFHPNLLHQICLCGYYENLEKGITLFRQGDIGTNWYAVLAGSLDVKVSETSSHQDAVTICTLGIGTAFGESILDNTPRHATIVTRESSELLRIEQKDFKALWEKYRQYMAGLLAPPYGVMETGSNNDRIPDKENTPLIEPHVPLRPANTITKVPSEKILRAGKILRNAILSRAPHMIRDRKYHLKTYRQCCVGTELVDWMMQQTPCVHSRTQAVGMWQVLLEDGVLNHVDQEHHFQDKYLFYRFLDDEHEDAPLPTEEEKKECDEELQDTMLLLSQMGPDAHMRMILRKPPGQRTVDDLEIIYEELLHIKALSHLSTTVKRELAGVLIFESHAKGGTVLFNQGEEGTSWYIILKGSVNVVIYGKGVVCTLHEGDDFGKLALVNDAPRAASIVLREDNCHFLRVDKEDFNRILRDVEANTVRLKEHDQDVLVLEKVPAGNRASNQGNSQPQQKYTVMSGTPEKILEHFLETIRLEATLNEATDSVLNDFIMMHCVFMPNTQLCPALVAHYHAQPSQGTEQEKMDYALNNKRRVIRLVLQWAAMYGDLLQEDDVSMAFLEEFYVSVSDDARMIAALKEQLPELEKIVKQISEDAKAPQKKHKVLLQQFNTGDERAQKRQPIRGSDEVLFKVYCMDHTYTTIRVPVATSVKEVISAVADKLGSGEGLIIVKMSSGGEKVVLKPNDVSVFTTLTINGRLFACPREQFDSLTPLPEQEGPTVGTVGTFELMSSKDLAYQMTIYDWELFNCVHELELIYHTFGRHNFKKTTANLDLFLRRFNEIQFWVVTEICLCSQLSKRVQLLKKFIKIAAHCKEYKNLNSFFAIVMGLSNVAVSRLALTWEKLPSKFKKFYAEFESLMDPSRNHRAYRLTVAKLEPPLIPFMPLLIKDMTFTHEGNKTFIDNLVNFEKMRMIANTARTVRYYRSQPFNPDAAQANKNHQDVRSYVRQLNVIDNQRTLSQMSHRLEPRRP
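Fluorescence exchange assay: 100 nM EPAC2 with 250 nM RAP1B-BODIPY-GDP and 50 uM GDP; compounds tested as a concentration-titration series (qHTS). Loss of Rap1-bound BODIPY-GDP fluorescence read at 480/540 nm; data normalized to 6.5 mM cAMP.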
EPAC2 antag: blocks human EPAC2 exchange factor | Q8WZA2 | AID 720708 | EPAC2 GEF exchange of Rap1B-BODIPY-GDP, fluorescence | actives 0.18% (n = 360,000) | Potency, µM (titrated, usually from 114 µM), for the others: at the top dose activity, negative = inhibition, actives largely listed as inhibitors; note: potency is the fitted concentration of half-maximal effect; % is set by controls: 0 for no effect and ±100 for the full control effect; nearly all actives have a fitted effect of over 45% in size; many of its hits are not listed in these tables
* marks the source's active call; other numbers are inactive results; i = inactive; ? = inconclusive; . = not tested or not shown; & = joins results of further samples; [ ] = another dose, or the depositor's remark. Unless noted, calls come from the whole dose curve; as a rule, active = well fitted curve in the direction sought with a large enough effect; inconclusive = small, poorly fitted or top-dose-only effect, or another doubt; inactive = no such curve, though single readings can be large; an effect the other way counts as inactive or inconclusive.

The opening 2 compounds, to show the layout:
SMILES	A549 tox	Nrf2 inh	CCT modulator	Mm-Cpn inhibitor	TGFb SMAD3 inh	pAkt inh	Nrf2 ARE act	EPAC2 agonist	EPAC2 antag
CCN(CC)c1ccc(NC(=O)c2cccc(OC)c2)c(C)c1	-18%	-9%	-4.2	-1%	-2%	i	-1.0%	-6%	8%
CCOC(=O)C1CCCN(C(=O)c2cc(=O)c3ccccc3o2)C1 (stereo not given)	-5%	5%	-1.1	-1%	9%	i	0.4%	3%	-2%

The list itself, repeating the preview:
SMILES	A549 tox	Nrf2 inh	CCT modulator	Mm-Cpn inhibitor	TGFb SMAD3 inh	pAkt inh	Nrf2 ARE act	EPAC2 agonist	EPAC2 antag
CCN(CC)c1ccc(NC(=O)c2cccc(OC)c2)c(C)c1	-18%	-9%	-4.2	-1%	-2%	i	-1.0%	-6%	8%
CCOC(=O)C1CCCN(C(=O)c2cc(=O)c3ccccc3o2)C1 (stereo not given)	-5%	5%	-1.1	-1%	9%	i	0.4%	3%	-2%
C[C@@H]1CN([C@H](C)CO)C(=O)Cc2cc(NC(=O)Cn3cnnn3)ccc2O[C@@H]1CN(C)Cc1ccc(Cl)c(Cl)c1	3%	2%	0.2	1%	?	i	5.7%	8%	-15%
CC(NC(=O)C1CCN(S(=O)(=O)c2ccc3c(c2)NC(=O)CO3)CC1)c1ccccc1 (stereo not given)	0%	4%	-1.0	0%	11%	i	-0.5%	-5%	6%
CSc1cc(C)n(-c2ccc(Cl)cc2)c(=S)c1C(C)=O	-5%	-3%	-0.1	0%	18%	i	-0.6%	1%	18%
Cc1cc(C)c2oc(C(=O)N(Cc3cccs3)C3CCS(=O)(=O)C3)cc(=O)c2c1 (stereo not given)	1%	-19%	1.8	0%	-12%	i	2.9%	5%	4%
Cc1cccc(OCC(=O)Nc2ccccc2N2CCN(C(=O)C(C)C)CC2)c1C	-1%	6%	-2.2	-1%	-16%	i	-0.3%	1%	-1%
COc1cccc(C(=O)NCC(=O)OCC(=O)Nc2ncc(Cl)cc2Cl)c1	2%	27%	-0.5	0%	40%[activator]	i	2.9%	5%	18%
COc1ccc(NC(=O)C2(c3ccc(NC(=O)c4ccc(OC)c(OC)c4)cc3)CCCC2)cc1	-1%	.	-5.9	-1%	31%	i	3.4%	1%	-2%
Cc1sc(C2C(C#N)=C(N)N(c3cccc(Cl)c3)C3=C2C(=O)CCC3)cc1CN1CCOCC1 (stereo not given)	-6%	24%	.	.	-18%	.	3.6%	.	.
Cc1ccc(NC(=O)c2cc3ccccc3o2)cc1S(=O)(=O)N(C)C	-13%	?	0.9	2%	6%	i	-0.3%	1%	-1%
Cc1nc(S(=O)(=O)N(C)Cc2ccccc2)c(C#N)c(C)c1Cl	10%	-16%	-5.0	0%	6%	i	4.9%	0%	-6%
CCOCCCNC(=O)CCN1C(=O)c2ccccc2Sc2ncccc21	-4%	-4%	-0.8	-7%	0%	i	0.5%	13%	2%
COc1cccc(C(=O)OCc2cc(=O)oc3c(C)c(C)ccc23)c1OC	2%	4%	-1.2	-1%	-1%	i	-0.3%	8%	-5%
CN(CCc1ccccc1)C(=O)c1ccc(NC(=O)Cc2ccc(NC(=O)C3CCN(C(=O)C4CCC4)CC3)cc2)cc1	1%	2%	0.2	.	-3%	i	1.1%	2%	5%
O=C(/C=C/c1ccccc1)OCCN=C1NS(=O)(=O)c2ccccc21	-5%	-7%	-2.8	2%	-12%	i	3.4%	11%	4%
CC(C)C[C@H]1COc2cc(N3CCSCC3)ccc2S(=O)(=O)N1	.	.	-1.0	.	.	i	-0.6%	-1%	-4%
Cc1ccc(CNC(=O)CSCC(=O)O)cc1	-1%	23%	-1.2	-3%	-4%	i	0.4%	3%	3%
O=C(NCCN1CCOCC1)c1ccc2c(c1)N(Cc1ccccc1)CCS2	12%	-4%	1.3	-4%	?	i	2.9%	10%	-1%
Cc1ccccc1-c1nc(CS(=O)(=O)CC(=O)NCCc2ccccc2)c(C)o1	5%&-24%	?	-1.3	0%	14µM*	i	-0.5%&2.6%	3%	-9%
Cc1ccc2nc3c(cc(C(=O)NCC4CCCO4)c(=N)n3CC3CCCO3)c(=O)n2c1 (stereo not given)	2%	22%	0.7	-1%	-7%	i	2.7%	4%	-5%
CC(SCc1ccccc1)C(=O)N/N=C/c1cc2c(cc1Br)OCO2 (stereo not given)	1%	-22%	0.3	0%	-29%	i	0.4%	11%	-5%
CC(=O)NNC1=Nc2ccccc2N(C)C(C)C1 (stereo not given)	0%	-8%	-0.5	-2%	0%	i	1.9%	-6%	-1%
CC(C)c1ccc(CNc2nc(-c3ccco3)nn2C(=O)c2ccc([N+](=O)[O-])cc2)cc1	14%	?	.	.	-4%	.	4.4%	.	.
CCOC(=O)C1CCN(S(=O)(=O)c2ccc(Cl)s2)CC1	10%	-18%	-0.1	0%	18%	i	0.4%	11%	-1%
New compounds follow
SMILES	A549 tox	Nrf2 inh	CCT modulator	Mm-Cpn inhibitor	TGFb SMAD3 inh	pAkt inh	Nrf2 ARE act	EPAC2 agonist	EPAC2 antag
Cc1cc2occ(CC(=O)Nc3nnc(C4CC4)s3)c2cc1C	-2%	.	-0.7	-1%	-17%	i	0.1%	14%	6%
Cc1csc(=O)n1CCC(=O)OCc1nnc(-c2ccc(Cl)cc2)o1	9%	3%	-0.7	-2%	-7%	i	4.2%	14%	9%
CCN(CC(=O)NCc1cccs1)C(=O)c1ccc(S(=O)(=O)Nc2ccccc2)cc1	-7%	-1%	-1.3	-16%	-12%	i	-0.3%	0%	3%
COc1ccc(/C=N/NC(=O)c2c(C)nc3ccc(Cl)cn23)cc1OC	-12%	0%	-1.1	1%	-4%	i	0.0%	-1%	4%
O=C(CN1C2CCCC1CC(NC(=O)c1ccccc1)C2)Nc1nccs1 (stereo not given)	1%	7%	-1.9	-1%	0%	i	-0.5%	10%	-2%
CCc1nc2ccc(C(=O)NCCCN3CCCC3=O)cn2c1N(CC)C(C)=O	.	.	0.4	.	0%	i	0.1%	-10%	5%
CCCCOc1ccc(CNC(=O)NS(=O)(=O)c2ccc(OCC(C)C)cc2)cc1	-5%	-16%	-2.9	3%	0%	i	0.1%	-4%	9%
CCN1CCC(=NNC(=O)CC23CC4CC(CC(C4)C2)C3)CC1	-13%	-1%	-1.3	-7%	-1%	i	-0.4%	0%	7%
O=C(CSc1nc(O)c(Cc2ccccc2)c(=O)[nH]1)Nc1nc2c(s1)CCCC2	5%	1%	-1.4	-6%	-12%	i	8.9%	2%	-4%
C[C@H](NC(=O)c1ccccc1)C(=O)OCC(=O)Nc1ccc2c(c1)OCO2	7%	7%	-7.4	3%	17%	i	-0.1%	1%	-1%
Cc1c(NC(=O)C(C)(C)C)cccc1-c1nc2ccccc2s1	-5%	?	.	.	-9%	.	3.5%	.	.
COc1cc(SC)ccc1C(=O)OCC(=O)NC1CCCCC1	3%	12%	-1.6	-1%	-15%	i	-0.2%	7%	2%
CC(CCc1ccccc1)NS(=O)(=O)c1ccc(Cl)c(C(=O)O)c1 (stereo not given)	4%	13%	1.9	0%	11%	i	-0.1%	0%	-6%
Oc1ccc(/C(Cc2ccc3ccccc3n2)=N\Nc2ccccc2)c(O)c1	-9%	?	-7.6	-1%	?	i	?	23%	-15%
COc1ccc(N(C(C)C(=O)N/N=C/c2cccnc2)S(C)(=O)=O)cc1 (stereo not given)	-5%	-10%	-0.3	-6%	-3%	i	-0.9%	6%	3%
Cc1ccc2oc(=O)c3cnn(CC(=O)N4CCN(c5cccc(Cl)c5)CC4)c3c2c1	0%	1%	.	.	-6%	.	-0.6%	.	.
CC(CCN1CCN(c2ccccn2)CC1)c1ccccc1 (stereo not given)	5%	3%	1.1	2%	-15%	i	-0.1%[9.22 µM]	5%	-1%
CSc1cccc(N2CC(C(=O)NCCN3C(=O)S/C(=C\c4cccnc4)C3=O)CC2=O)c1 (stereo not given)	0%	-8%	-6.0	-2%	-26%	i	-0.1%	1%	-4%
COc1cc(C(CC(=O)Nc2cccc(C)n2)N2Cc3ccccc3C2=O)cc(OC)c1OC (stereo not given)	-4%	2%	1.2	1%	1%	i	0.6%	-6%	1%
Cn1c(=O)[nH]c(=O)c2c1nc1n2CCS1	1%	-20%	0.5	2%	31%	i	2.2%	8%	6%
Cc1nnc(SCC(=O)Nc2ccc(N3CCN(S(C)(=O)=O)CC3)cc2)o1	-5%	-10%	-4.7	1%	11%	i	0.3%	11%	-3%
COc1cc(CN2CCC(C(N)=O)CC2)ccc1OCc1ccccc1	-4%	?	-5.7	-2%	-19%	i	2.5%	4%	10%
Cc1cc(C)c(Nc2ncccc2C(=O)O)c(C)c1	3%	?	1.5	-1%	-2%	i	-0.1%	-7%	3%
CCC(C)NC(=O)c1ccc(CNS(=O)(=O)c2ccc3c(c2)C(C)(C)C(=O)N3C)cc1 (stereo not given)	1%&2%	-11%&12%	-5.2	-1%	0%&0%	i	-1.0%&0.6%	3%	-3%
CCOc1ccc(N2C(=O)C3CC(C)=C(C)CC3C2=O)c([N+](=O)[O-])c1 (stereo not given)	-6%	.	1.7	1%	5%	i	0.4%	8%	-2%
CCCCCC(=O)Nc1ccc(N2CCN(S(C)(=O)=O)CC2)cc1	10%	-15%	-1.1	1%	-4%	i	0.1%	12%	-1%
COc1cc(/C=C/C(=O)c2ccc(C)c([N+](=O)[O-])c2)cc(OC)c1O	5%	?	-0.3	-2%	13µM*	i	2.6%[9.22 µM]	2%	-5%
CCOc1ccc(CC2NCCc3cc(OCC)c(OCC)cc32)cc1OCC (stereo not given)	?	?	-1.5	-1%	?	i	3.7%	10%	15%

A portion of the library; rates above refer to the full screens.
